Assay outcomes: PubChem BioAssay, National Center for Advancing Translational Sciences (NCATS)
Pf growth 96h: inhibits malaria parasite growth, 96 h; P. falciparum luciferase reporter growth, 96 h; Potency, µM (doses to about 28.7 µM), without a hit: top-dose activity change, negative = inhibition, hits mostly inhibitors; hit rate 6.9% among 320,000; further: potency means the concentration at half of the fitted maximal effect; on the % scale 0 is the no-effect control and ±100 the full control effect
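Infected RBCs, 2% Hct / 0.05% parasitemia final; luciferase-reporter P. falciparum; cpd 96 h, 37 C, 5% CO2; luciferase detection reagent; luminescence.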
CHX counter: affects cycloheximide protein synthesis inhibition readout, counter-screen; AID 2314; cell reporter, cycloheximide protein synthesis inhibition counterscreen; max response, %; hit rate 12% among 300,000; in the data active means max response mostly above about 13%, no sharp cut-off; inactive means mostly below about 14%; further: read at 38.3 µM for the half of the compounds with a filed dose; 0% is about no effect
Pf growth 48h: P. falciparum growth inhibition at 48 hours (one generation) | P. falciparum luciferase growth in erythrocytes, 48 h | Potency, µM (doses to about 28.7 µM), for inactives: top-dose activity change, negative = inhibition, usual class: inhibitors | hit rate 5.9% among 310,000 | AID 504832; further: potency means the concentration at half of the fitted maximal effect; on the % scale 0 is the no-effect control and ±100 the full control effect
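Luciferase-expressing parasites in RBCs, 2% Hct / 0.1% parasitemia final; RPMI 1640 + 0.5% Albumax; 37 C, 5% CO2, one generation; luminescence read-out, lower signal = inhibition.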
Sm TGR block: S. mansoni TGR enzyme inhibition; hit rate 3% among 360,000; Q962Y6; Potency, µM (highest dose often 114 µM), for inactives: top-dose activity change, negative = inhibition, actives largely listed as inhibitors; purified TGR, DTNB reduction, TNB absorbance 405 nm; further: potency means the concentration at half of the fitted maximal effect; on the % scale 0 is the no-effect control and ±100 the full control effect; nearly all actives have a fitted effect of over 60% in size
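TGR 20 nM + NADPH 100 uM (dispensed conc.), cpd preinc 15 min RT; start with NADPH (500 uM addition) then DTNB (15 mM addition). Kinetic TNB absorbance, 405 nm filter. Four-parameter Hill fit across titration.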
Giardia FBPA inh: blocks Giardia fructose-bisphosphate aldolase activity; A8B2U2; purified Giardia FBPA; Potency, µM (highest dose often 59.6 µM), without a hit: top-dose activity, negative = inhibition, usual class: inhibitors; hit rate 0.71% among 290,000; AID 2451; further: potency means the concentration at half of the fitted maximal effect; on the % scale 0 is the no-effect control and ±100 the full control effect; nearly all actives have a fitted effect of over 55% in size
Target sequence (A8B2U2 whole entry, looked up): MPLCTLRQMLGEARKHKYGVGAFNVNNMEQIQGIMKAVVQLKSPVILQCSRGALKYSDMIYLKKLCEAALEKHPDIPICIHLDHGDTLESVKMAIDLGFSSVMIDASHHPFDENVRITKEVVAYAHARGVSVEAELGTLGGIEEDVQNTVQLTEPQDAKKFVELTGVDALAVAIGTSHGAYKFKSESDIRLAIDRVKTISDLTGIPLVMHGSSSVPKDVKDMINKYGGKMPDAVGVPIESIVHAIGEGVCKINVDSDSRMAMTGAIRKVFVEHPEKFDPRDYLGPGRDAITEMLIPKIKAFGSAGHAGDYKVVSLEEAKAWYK
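40 nM FBPA preincubated 10 min at RT with compound (up to 57.5 uM final), then substrate plus GAPDH/TPI/NAD/arsenate coupling and diaphorase/resazurin added. Fluorescence read after 20 min at RT, 525/598 nm.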
Shiga toxin inh: blocks Shiga toxin action in Vero cells. Vero cells, Shiga toxin protein synthesis inhibition reporter. inhibition, % at 38.7 µM. hit rate 9.2% among 290,000. AID 2315; in the data active means inhibition mostly above about 28%, no sharp cut-off; inactive means mostly below about 43%; further: 0% is about no effect
Starred values were filed as active, the others as inactive; u = inconclusive; x = not tested or not shown; & = joins results of further samples; [ ] = dose if it differs, or a comment. Unless noted, the call rests on the fitted dose curve; in most records, active means well fitted curve in the direction sought with a large enough effect; inconclusive means small, poorly fitted or top-dose-only effect, or another doubt; inactive means no such curve, though single readings can be large; an effect the other way counts as inactive or inconclusive.

SMILES	Pf growth 96h	CHX counter	Pf growth 48h	Sm TGR block	Giardia FBPA inh	Shiga toxin inh
Cc1ccc(CN(C(=O)C(F)(F)F)C(C(=O)NC2CCCCC2)c2ccco2)cc1 (configuration not stated)	5%	0	u	3%	-5%	9
COc1ccccc1/C=C/CN1CCC(CO)(Cc2ccccc2)CC1	-3%	3	12µM*	6%[57.1 µM]	0%	-12
Cc1cc(=O)oc2cc(OCC(=O)Nc3ccc4[nH]c(=O)[nH]c4c3)ccc12	41%[activator]	x	31%[activator]	-15%	x	x
CCOc1ccc(NC(=O)C(C)Sc2nccn2C)cc1 (configuration not stated)	0%	17*	47%[activator]	5%	-11%	9
COC(=O)CCC(=O)NNC(=O)Cc1ccccc1	0%	-3	u	-4%	-4%	39
COc1ccc(N2CCN(C(=O)/C=C/c3ccco3)CC2)cc1	15%	-3	-15%	18µM*	-5%	-13
O=C(O)C1C2C=CC3(CN(C4CCCC4)C(=O)C13)O2 (configuration not stated)	155%[activator]	-3	3%	-9%	12%	-3
COc1cc(Cl)ccc1OCc1cc(C(=O)N(C)CC2CCCCO2)no1 (configuration not stated)	u	40*	14%	-17%	0%	88*
Cn1c2ccccc2n2c(=O)c(Cl)c(-c3ccccc3)c(C#N)c12	-25%	-3	4%	-20%	-13%	14
S=c1[nH]nc(COc2ccccc2)n1C1CCCCC1	2%	-4	-3%	0%	17%	-8
Cc1c(Cl)cccc1NC(=O)CC(Cc1ccccc1)C(=O)O (configuration not stated)	-9%	3	-18%	-2%	4%	19
CN1CCN(c2c[nH]c(=O)[nH]c2=O)CC1	u	-1	-11%	-20%	6%	-5
CCN(CC(=O)NCc1ccccn1)S(=O)(=O)c1cc(Cl)ccc1Cl	88%[activator]	x	u	5%	x	x
CC(C(=O)NC(C)(C)C)N1C(=O)c2cccc3cccc(c23)C1=O (configuration not stated)	16%	4	-12%	-18%	-2%	-7
COc1ccc(S(=O)(=O)Nc2ccc3c(c2)CCC3)cc1	77%[activator]	-1	17%	-3%	-9%	17
C/C(CC(=O)N(C(C)C)C(C)C)=N\NC(=O)c1ccccc1Br	-21%	6	-4%	-3%	0%	11
CCOC(=O)c1c(S(=O)(=O)NCC(=O)N2CCN(c3ccc(F)cc3)CC2)c(C)n(C)c1C	-1%	1	u	-7%	1%	10
CCCNC(=O)CN1C(=O)NC(CC)(c2ccc(F)cc2)C1=O (configuration not stated)	-1%	-5	25%	4%	-3%	-10
COc1ccccc1N1CCN(C(=O)c2ccco2)CC1	2%	8	24%	-6%	0%	12
CCCCn1c(N)c(N(CCOC)C(=O)c2ccc(NC3CC3)c([N+](=O)[O-])c2)c(=O)[nH]c1=O	-16%	x	u	0%	x	x
Cn1c(=O)cc(SCC(=O)NCCCN2CCN(c3ccc(F)cc3)CC2)c2ccccc21	9%	-3	u	1%	3%	-24
Cc1ccc(C(=O)N/N=C\c2sccc2C)cn1	u	34*	123%[activator]	4%	-1%	73*
Cc1nnc(NC(=O)C2CCN(S(=O)(=O)c3ccc(F)c(Cl)c3)CC2)o1	15µM*	x	6.6µM*	-7%	x	x
CC(=O)Oc1ccc(/C=N/NC2=NS(=O)(=O)c3ccccc32)cc1	u	-5	x	-14%	7.9µM*	-2
Cn1c(=O)[nH]c(=O)c2c1nc(N1CCCCC1)n2CC(O)COc1ccccc1 (configuration not stated)	u	-2	-5%	6%	3%	-13

Next section; the last three above are carried over.
SMILES	Pf growth 96h	CHX counter	Pf growth 48h	Sm TGR block	Giardia FBPA inh	Shiga toxin inh
Cc1nnc(NC(=O)C2CCN(S(=O)(=O)c3ccc(F)c(Cl)c3)CC2)o1	15µM*	x	6.6µM*	-7%	x	x
CC(=O)Oc1ccc(/C=N/NC2=NS(=O)(=O)c3ccccc32)cc1	u	-5	x	-14%	7.9µM*	-2
Cn1c(=O)[nH]c(=O)c2c1nc(N1CCCCC1)n2CC(O)COc1ccccc1 (configuration not stated)	u	-2	-5%	6%	3%	-13
CCOC(=O)C(Cc1ccccc1)NC(=O)CCc1nnc2ccc(N3CCCCC3)nn12 (configuration not stated)	2%	-3	-19%	3%	x	-9
CN(CC(=O)Nc1ccc(Cl)c(C(F)(F)F)c1)C(=O)c1cccc2cccnc12	u	x	u	-1%	x	x
CCc1nc(NCc2ccco2)c2oc3ccccc3c2n1	u	31	u	u	-3%	54
COc1ccccc1NC(=O)c1ccc(NC(=O)c2cc3c(s2)CCC3)cc1	u	-8	u	4%	-3%	-10
Clc1ccc2c(c1)C=Nc1c(NCc3ccccc3)ncnc1O2	40%[activator]	-4	u	9%	1%	-11
CCN(CC)CCCN1C(=O)c2oc3ccccc3c(=O)c2C1c1cccc(OC)c1OC (configuration not stated)	-18%	-4	u	5%	-2%	-7
CCCNC(=O)c1onc(CSc2cccc(OC)c2)c1C(=O)NCCC	63%[activator]	-3	42%[activator]	8%	2%	3
CCCCc1cc(=O)oc2cc(C)cc(OC(C)C(=O)NCc3ccccn3)c12 (configuration not stated)	u	-2	u	-14%	7%	-3
Nc1nnnn1/N=C/C(Br)=C/c1ccccc1	-9%	68*	u	0%	-11%	176*
CN(C)/C=N/N(C)c1ncccc1[N+](=O)[O-]	17%	-2	1%	0%	0%	-9
COc1ccc(Cl)cc1C(=O)NNC(=O)CCNC(C)=O	18%	3	5%	7%	5%	7
C/C=C/C(=O)OCC(=O)Nc1ccc(OC)c(Cl)c1	0%	-1	10%	-8%	-1%	7
COc1ccc(C(=O)Nc2cccc(NC(=O)c3cccs3)c2)cc1	4%	25*	46%[activator]	1%	3%	20*
COc1ccccc1CNS(=O)(=O)c1ccc(Cl)s1	-1%	6	14%	3%	-1%	-4
OCCC1CN(Cc2cnc(N3CCCC3)s2)CCN1Cc1ccccc1 (configuration not stated)	u	1	-17%	-13%	0%	-4
CN(C)c1cc[n+](CC(=O)c2cccs2)cc1	u	3	u	-3%	5%	-12
COc1ccc(Nc2nc(N)nc(CN(C)C3CCCCC3)n2)cc1	u	9	u	17%	-16%	15
CCC(C)[C@H](NC(=O)NCc1ccc(S(N)(=O)=O)cc1)C(=O)OC (some centres not stated)	-16%	-9	8%	-1%	-2%	-3
CN1CCN(c2ccc([N+](=O)[O-])c3cccnc23)CC1	77%[activator]	-4	-3%	11%	-8%	-7
Cc1c(CN2CCCCC2)c(O)n(CCCO)c(=O)c1C#N	u	-10	-3%	u	u	-15
CCCCOC(=O)C1Cc2ccccc2C(=O)O1 (configuration not stated)	-11%	-6	x	4%	0%	-18
OCC1(Cc2ccc(F)cc2F)CCCN(Cc2ccc(Cl)cc2)C1 (configuration not stated)	-11%	-2	36%[activator]	7%	8%	-3
O=C(Cn1cnc2ccccc2c1=O)N1CCN(Cc2ccc3c(c2)OCO3)CC1	u	-4	x	-24%	1%	-12
C=CCn1c(SCC(=O)NC(=O)NCc2ccco2)nc2sc(CC)cc2c1=O	-15%	-3	u	-28%	-1%	-9
CCOc1cc2c3c(c1)C1(C(=O)N3C(C)(C)C=C2C)C(C#N)=C(N)Oc2cc(O)ccc21 (configuration not stated)	x	-3	4.7µM*	-25%	-5%	-23
O=C(N/N=C/c1cnc(N2CCCCC2)s1)c1ccc(C(F)(F)F)cc1	u	1	3.3µM*	5%	4%	-7
C/C=C1/CC(C)C(C)(O)C(=O)OCC2CCN3CCC(OC1=O)C23 (configuration not stated)	39%	-3	-19%	-19%	-1%	-5
C=CCOc1ccc(/C(O)=C2/C(=O)C(=O)N(CCCn3ccnc3)C2c2ccco2)cc1 (configuration not stated)	-38%	32*	43%[activator]	u	-20%	65*
CCCN1CCC(NC(=S)Nc2ccc([N+](=O)[O-])cc2)CC1	u	10*	3.7µM*	-29%	-4%	26
COc1cccc(CCc2nnc(CCC(=O)NCCC3CCCCO3)o2)c1 (configuration not stated)	-15%	18*	6%	1%	3%	14
COc1ccc(CCNc2c([N+](=O)[O-])ncn2C)cc1OC	35%[activator]	-1	u	-5%	0%	4
Clc1ccc(CNC23CN4CN(CN(C4)C2)C3)c(Cl)c1	27%	-3	14%	-7%	-4%	-6
C#CCN1CCN(c2cccc(C(F)(F)F)c2)CC1	20%	0	35%[activator]	-3%	2%	-10
COc1ccc(NC2=C(Cl)C(=O)N(CCc3ccccc3)C2=O)c(OC)c1	47%[activator]	73*	19%	6%	-9%	59*
O=C1CC(c2ccc(O)cc2)Oc2cc(O)cc(O)c21 (configuration not stated)	26%	14*	34%[activator]	-14%	8%&10%&-3%	36
CCn1c(SCC(=O)Nc2ccc3c(c2)OCO3)nnc1C(C)C	-4%	-2	35%	0%	-2%	-8
Cc1cc2n(c(=O)c1C#N)CCCN2c1cccc(Cl)c1	u	-2	u	0%	-14%	-3
CCOC(=O)N/N=C1\CCc2ccccc21	66%[activator]	38*	79%[activator]	0%	-4%	73*
O/N=C1/C2C3CC4C5C3C1C5C1(OCCO1)C42 (configuration not stated)	6%	-1	10%	-7%	2%	9
COc1ccc([C@H]2CC(=O)C=C(c3ccc(OC)nc3)C2)cc1	u	x	21%	u	x	x
O=C(CCCC(=O)N/N=C\c1ccccn1)N/N=C\c1ccccn1	u	0	18%	-2%	-2%	-20
O=C(NCc1ccccc1Cl)c1cccc(NC2=NC3CS(=O)(=O)CC3S2)c1 (configuration not stated)	46%[activator]	-2	2%	19%	-4%	-5
CC(NC(=O)c1ccccc1F)c1nnc(SCC(=O)NC2=NCCS2)n1C (configuration not stated)	-2%	-3	14%	7%	-3%	-4
CCNc1oc(-c2ccc(OC)cc2)nc1S(=O)(=O)c1ccc(Br)cc1	x	1	u	-29%	-3%	-39
O=C(c1ccco1)c1cn(CC(=O)N2CCCCC2)c2ccccc12	1.7µM*	-2	25%	-4%	2%	5
CCOC(=O)C1=CC[C@H]2c3c(c4ccc(OC)cc4n3C)C(=O)C1N2S(=O)(=O)c1ccc(C)cc1	u	x	u	u	x	x
O=C(COC(=O)c1c[nH]c(=O)[nH]c1=O)Nc1ccccc1	23%	-3	1%	x	1%	-10
Cc1ccc(-n2c(CNc3ccc(F)cc3)nnc2SCC(N)=O)cc1	u	-5	-20%	-15%	1%	-26
N#Cc1c(NC(=O)CSc2nc(-c3ccccc3)cc(C(F)(F)F)n2)sc2c1CCC2	31%[activator]	-1	3%	-9%	1%	-18
C=C1C(=O)O[C@@H]2C[C@@H](C)[C@@H]3C=CC(=O)[C@@]3(C)[C@@H](OC(=O)CC(=O)O[C@H]3[C@@H]4C(=C)C(=O)O[C@@H]4C[C@@H](C)[C@@H]4C=CC(=O)[C@]43C)[C@H]12	1.3µM*	-11	1µM*	1.1µM*	0%	-16

The results go on.
SMILES	Pf growth 96h	CHX counter	Pf growth 48h	Sm TGR block	Giardia FBPA inh	Shiga toxin inh
Cc1ccc(-c2[nH]c(-c3ccccc3)nc2SCC(=O)NCC2CCCO2)cc1 (configuration not stated)	u	0	8%	-2%&-2%	u	23
CCS(=O)(=O)N1CCC(C(=O)Oc2ccccc2Cl)CC1	-19%	-1	-23%	3%	6%	-1
CCCCOc1ccc(C2CC(=O)N(C)C2=O)cc1 (configuration not stated)	73%[activator]	20*	42%[activator]	1%	-5%	32*
O=c1[nH]cnc2scc(C3COc4ccccc4O3)c12 (configuration not stated)	2%	14*	54%[activator]	-5%	16%	-3
